Screening data (PubChem)
OXTR agonist = human OXTR agonists, primary screen, fluorescence, CHO-OTR cells, Fluo-8 calcium. activation, % at 3 µM. Fluo-8 calcium fluorescence; normalized: DMSO 0%, oxytocin 100%. AID 2435, 2010. actives 0.32% (n = 320,000);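 active = activation above the mean of all tested compounds plus 3 SD, cutoff set per screening run, cut at about 20% in these data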;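 note: peak over basal fluorescence ratio from a 100 s FLIPR kinetic read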
Target sequence (P30559 whole entry, looked up): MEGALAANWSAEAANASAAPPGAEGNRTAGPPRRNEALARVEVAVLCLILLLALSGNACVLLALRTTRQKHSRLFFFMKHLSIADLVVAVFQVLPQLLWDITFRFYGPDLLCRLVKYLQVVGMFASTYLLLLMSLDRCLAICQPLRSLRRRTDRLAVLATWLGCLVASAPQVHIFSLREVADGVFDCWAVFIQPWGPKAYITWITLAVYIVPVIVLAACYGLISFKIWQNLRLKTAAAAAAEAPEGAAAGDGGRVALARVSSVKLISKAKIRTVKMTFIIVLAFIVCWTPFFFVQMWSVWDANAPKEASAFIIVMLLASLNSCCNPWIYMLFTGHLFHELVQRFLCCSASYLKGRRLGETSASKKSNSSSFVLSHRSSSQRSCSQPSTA
CHO-K1 Ca ag = counter-screen for M1 agonists: effect in parental CHO-K1 cells; Fluo-8 calcium fluorescence; scaled to maximal ATP response, vehicle zero; activation, % at 3 µM; actives 0.48% (n = 360,000); in the data active = activation above about 15%;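 note: untransfected CHO-K1 host cells lacking M1 receptor as counterscreen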
CHO-K1 Ca PAM = nonselective calcium activators in parental CHO-K1 cells, primary screen, counter-screen for M1 PAM project, cell-based, Fluo-8 calcium fluorescence, full deck, 1536-well. ATP EC20; 0% at ATP EC20, 100% at ATP max. activation, % at 3 µM. actives 0.02% (n = 360,000). AID 602247, 2012;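 active = activation above the run cutoff, the mean activation of all test compounds plus 3 SD, cut at about 40% in these data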;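 note: peak over basal fluorescence ratio in a 140 s read after ATP addition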
CHO-K1 Ca antag = counter-screen for M1 antagonists: effect in parental CHO-K1 cells; inhibition, % at 3 µM; ATP-induced calcium, Fluo-8 fluorescence; AID 602250; actives 0.6% (n = 360,000);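 active = inhibition above a per-plate cutoff, the plate's mean sample inhibition plus 3 SD, cut at about 24% in these data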;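 note: 0% = DMSO plus EC80 ATP and 100% = DMSO alone without ATP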
OXTR potentiate = human OXTR potentiators, primary screen, fluorescence, CHO-OTR cells, Fluo-8 calcium; Fluo-8 calcium fluorescence, potentiator mode; 0% = oxytocin EC15, 100% = EC100; activation, % at 3 µM; actives 0.061% (n = 320,000);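 active = activation above that plate's cutoff, the mean activation of tested compounds plus 3 SD, cut at about 6.6% in these data, passing the limit was not always enough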;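 note: 100% uses oxytocin at 75 nM as the full agonist control; some results filed as inactive read as strong as hits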
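System: human OTR in CHO cells; Also added: sub-maximal oxytocin, roughly EC15; Timing: compound 6 min at room temperature before oxytocin, 100 s read; Technique: Fluo-8 intracellular calcium fluorescence, ex 470-495, em 515-575 nm; Controls: oxytocin EC15 low and EC100 high; Replication: singlicate.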
TAAR1 antag = human TAAR1 antagonists, primary screen, Fluo-8 calcium fluorescence, CHO RD-HGA16 cells. antagonist. inhibition, % at 3 µM. actives 1.5% (n = 360,000);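 active = inhibition above a per-plate cutoff, the mean inhibition of test compounds on that plate plus 3 SD, cut at about 49% in these data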;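 note: 0% = DMSO plus EC80 beta-PEA response and 100% = DMSO alone without agonist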
Target sequence (Q96RJ0 whole entry, looked up): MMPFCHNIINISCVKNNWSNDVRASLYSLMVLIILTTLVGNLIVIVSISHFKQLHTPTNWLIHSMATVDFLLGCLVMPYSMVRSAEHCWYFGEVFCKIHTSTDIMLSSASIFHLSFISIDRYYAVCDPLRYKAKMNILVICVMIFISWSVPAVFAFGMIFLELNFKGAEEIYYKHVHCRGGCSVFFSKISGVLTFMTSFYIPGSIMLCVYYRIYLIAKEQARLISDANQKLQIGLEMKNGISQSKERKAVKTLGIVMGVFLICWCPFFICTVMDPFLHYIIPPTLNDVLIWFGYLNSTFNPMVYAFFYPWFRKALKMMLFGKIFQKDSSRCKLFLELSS
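test system = CHO RD-HGA16 cells bearing hTAAR1 | replication = singlicate | controls = DMSO-only wells and EC80 β-PEA-stimulated wells | reagent = EC80 β-phenethylamine stimulus | read-out basis = percent inhibition of PEA-evoked calcium signal, max/basal emission ratio | schedule = seeding 17-24 h prior, 75-min 37 °C, 30-min RT dye loading | signal = kinetic Fluo-8 calcium fluorescence measurement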
CHO parental Ca = ATP-evoked calcium signal inhibitors, parental CHO, primary screen, counter-screen for OX1R antagonist project, cell-based, fluorescence, Fluo-8 calcium dye. parental CHO-K1, ATP-induced calcium, Fluo-8 fluorescence. inhibition, % at 5.6 µM. actives 0.63% (n = 330,000);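 active = inhibition above that plate's mean sample inhibition plus 3 SD, cut at about 26% in these data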;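 note: 0% = ATP-challenged DMSO wells and 100% = DMSO wells without ATP; some compounds past the cut are filed as inactive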
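Assay system: parental CHO cells; Read-out basis: percent inhibition of ATP-evoked calcium rise, normalized to controls; Benchmarks: ATP and no-ATP DMSO wells; Compound dosing: single nominal dose of 5.6 µM per compound; Signal: Fluo-8 calcium dye fluorescence; Also added: ATP as calcium-mobilizing challenge; Repeats: singlicate.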
V1aR counter = agonists of human V1a receptor, primary screen, counter-screen for OXTR agonist project, fluorescence, CHO-V1R cells | Vasopressin V1a receptor (Homo sapiens), P37288 | activation, % at 3 µM | Fluo-8 calcium fluorescence, agonist mode; 0% DMSO, 100% 3 nM vasopressin | actives 0.25% (n = 320,000);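 active = activation above the mean activation of all tested compounds plus 3 SD, per screening run, cut at about 20% in these data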;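 note: signal is peak over basal fluorescence ratio across a 100 second FLIPR read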
GPR7 antag = GPR7 receptor antagonists, primary screen, cell-based, fluorescence, single concentration | GPR7-expressing cells, fluorescence antagonist assay | actives 1.1% (n = 290,000) | AID 1861, 2009 | Neuropeptides B/W receptor type 1 (Homo sapiens), P48145 | inhibition, % at 4.4 µM; in the data active = inhibition above about 16%, passing the limit was not always enough;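 note: cells stimulated with the agonist NPW; 0% = agonist with vehicle and 100% = vehicle without agonist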
Target sequence (P48145 whole entry, looked up): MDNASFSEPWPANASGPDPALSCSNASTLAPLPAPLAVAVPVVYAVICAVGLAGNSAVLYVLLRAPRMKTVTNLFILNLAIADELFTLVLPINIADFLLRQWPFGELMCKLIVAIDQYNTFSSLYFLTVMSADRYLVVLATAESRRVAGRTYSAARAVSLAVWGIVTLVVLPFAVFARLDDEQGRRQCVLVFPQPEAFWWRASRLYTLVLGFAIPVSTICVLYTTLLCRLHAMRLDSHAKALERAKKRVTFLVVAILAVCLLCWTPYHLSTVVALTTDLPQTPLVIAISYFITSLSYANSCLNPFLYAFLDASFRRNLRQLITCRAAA
Active calls of the source: *; / = not tested or not shown. The order is random (roughly 3.5% active in at least one column).

SMILES	OXTR agonist	CHO-K1 Ca ag	CHO-K1 Ca PAM	CHO-K1 Ca antag	OXTR potentiate	TAAR1 antag	CHO parental Ca	V1aR counter	GPR7 antag
C=C1C(=O)O[C@H]2[C@H]1[C@H](OC(=O)/C(C)=C\C)C[C@]1(CO1)[C@@H]1[C@H](OC(C)=O)C=C(C)[C@]21O	/	2.3	19	-10	/	-12	/	/	/
COc1ccc(NC(=O)c2c(-c3c(Cl)cccc3Cl)noc2C)c(OC)c1	-1.1	0.0	28	-35	-10	-19	-19	-0.1	-3
CCCC(=O)N(C)c1nnc(-c2ccc(OC)cc2)s1	0.6	0.6	-1	2	-5	1	-10	0.9	-19
Cc1ccc(O)c(C(=O)C=Cc2ccccc2)c1	/	-0.8	13	-9	/	-39	/	/	/
Cc1cc(C(=O)N2CCN(Cc3ccccc3)CC2)ccc1[N+](=O)[O-]	-0.5	0.8	10	-21	-10	-2	-5	1.1	22
CCCNC(=O)N1CCC(C(=O)c2ccc(Cl)cc2)CC1	4.1	0.6	4	1	-10	-10	-9	4.7	2
Cc1ccc(Cn2ncc3c(NCCCN4CCOCC4)ncnc32)cc1	1.3	-0.1	4	-5	-6	2	-4	0.1	-3
CC(C)(C)OC(=O)N1CCc2onc(-c3ccc(N)cc3)c2C1=O	/	1.1	23	-12	/	-6	/	/	/
CCOC(=O)c1cnc(-c2ccccc2)nc1Oc1ccc(C)cc1	-1.4	0.9	25	-19	-11	7	-11	0.1	-13
CCc1ccc(N2C(=O)C(Cl)=C(N3CCOCC3)C2=O)cc1	-1.8	0.8	25	-9	-4	-7	-9	1.7	-6
CN(C)C=NC(=O)c1cccn1-c1ncc(C(F)(F)F)cc1Cl	-0.1	-0.1	8	-4	-3	11	7	0.2	-3
COc1ccccc1CNC(=O)COc1ccc([N+](=O)[O-])cc1	-0.3	0.5	16	-14	-24	13	-11	0.1	-4
O=S(=O)(Nc1ccc(Cl)cn1)c1cccc(S(=O)(=O)c2ccccc2)c1	-0.3	5.1	0	-8	-8	2	4	-0.3	-12
O=C(c1cc(-c2ccc(Cl)cc2Cl)on1)N1CCN(C(=O)c2ccco2)CC1	2.5	-0.5	-7	25*	-8	1	-9	0.8	4
COc1ccc(CCn2c(NN=C(C)C)nc3c2c(=O)[nH]c(=O)n3C)cc1	-2.4	-0.3	-8	-6	-3	-10	-9	-1.7	0
Cc1cc2c(NC(=O)Nc3ccccc3)cccc2nn1	0.7	2.9	18	-7	-10	6	-2	-1.5	1
CC(C)(C)OC(=O)CNC(=O)c1[nH]cnc1C(=O)NCCCCCN	0.9	0.3	2	-6	-6	-3	0	0.6	/
O=C(N/C(=C\c1ccc(Br)cc1)C(=O)N1CCOCC1)c1ccc([N+](=O)[O-])cc1	0.1	1.4	15	-12	-5	-4	4	0.0	-2
CCOC(=O)/C(C#N)=C/Nc1cc(OC)ccc1OC	-1.3	0.1	22	-4	-4	-9	-18	-1.1	-18
COc1cc2ccccc2ccc1=NO	/	3.8	22	-15	/	2	/	/	/
O=C(Cc1ccsc1)Nc1ccccc1F	-0.1	0.2	12	-12	-4	2	-18	-0.2	-4
O=C(c1cc(=O)[nH]c2ccccc12)N1CCN(S(=O)(=O)c2ccc3ccccc3c2)CC1	-0.3	2.9	-5	26*	7	67*	-16	0.4	-11
COc1ccc(OC)c(S(=O)(=O)N2CCC(C(=O)N3CCc4ccccc4C3)CC2)c1	-0.5	4.0	4	7	-16	40	-7	4.6	-1
COc1ccc(S(=O)(=O)N2CCCCC2)cc1NS(=O)(=O)c1ccccc1	1.5	-0.1	-5	3	-5	-21	-10	0.8	/

Profiles, quoted from the list. Order of screens: OXTR agonist	CHO-K1 Ca ag	CHO-K1 Ca PAM	CHO-K1 Ca antag	OXTR potentiate	TAAR1 antag	CHO parental Ca	V1aR counter	GPR7 antag
`O=C(N/C(=C\c1ccc(Br)cc1)C(=O)N1CCOCC1)c1ccc([N+](=O)[O-])cc1` across the screens: 0.1	1.4	15	-12	-5	-4	4	0.0	-2
`COc1ccc(CCn2c(NN=C(C)C)nc3c2c(=O)[nH]c(=O)n3C)cc1` across the screens: -2.4	-0.3	-8	-6	-3	-10	-9	-1.7	0

Further records:
SMILES	OXTR agonist	CHO-K1 Ca ag	CHO-K1 Ca PAM	CHO-K1 Ca antag	OXTR potentiate	TAAR1 antag	CHO parental Ca	V1aR counter	GPR7 antag
Cc1ccccc1NC(=O)CSc1ccc2nnc(-c3ccccn3)n2n1	-0.1	9.0	3	10	-2	-28	-10	2.6	4
C=C[C@@H]1c2ccccc2N(S(=O)(=O)c2ccc(C)cc2)[C@H](c2ccc(OC(C)=O)cc2)C1(C#N)C#N	2.6	0.1	13	-22	-3	-2	-22	0.6	/
Cc1onc(C(=O)NN)c1-c1csc(COc2ccccc2)n1	0.3	2.8	-9	-2	-12	-30	-23	-1.9	-13
COc1ccccc1C(=O)N1[C@@H](C(C)C)COc2cc(Br)ccc2S1(=O)=O	/	0.1	13	1	/	16	/	/	/
O=C(Cc1ccccc1)N/N=C/c1ccc(OC(=O)/C=C\c2ccco2)cc1	0.2	-0.2	-11	-3	-8	19	-7	0.4	7
COc1ccc(NC(=O)c2ccc(CN3CCN(c4ccccc4)CC3)cc2)cc1OC	0.5	1.8	7	-6	-15	/	-17	2.7	-10
Cc1ccc(S(=O)(=O)Nc2ccccc2NS(=O)(=O)c2ccc(C)cc2)cc1	/	7.7	6	3	/	0	/	/	/
COc1cc2c(cc1OC)CN(CC(=O)Nc1ccc(F)cc1)CC2	-0.1	0.1	1	-4	-4	6	-1	-0.2	5
O=C(CNC(=O)c1cccs1)NCCN1CCN(Cc2ccccc2)CC1	0.2	-0.7	8	-14	-7	-7	5	0.3	-2
O=C(O)CCCCCn1c(SCc2cc(=O)n3ccccc3n2)nc2ccsc2c1=O	-1.5	0.6	18	-11	1	-5	-24	-0.3	-13
CCOC(=O)c1sc2nc(C)nc(SC(C)C(=O)N(C)c3ccccc3)c2c1C (stereo unspecified)	-1.5	2.0	22	-17	0	40	-16	-0.3	/
Cc1ccc(NC(=O)CN2CCCCCC2)cc1Br	0.6	1.6	20	-11	-2	-37	-14	0.2	-2
Cc1c(Cl)cccc1NC(=S)N1CCCCCC1	0.0	1.1	4	0	-16	-4	-9	-0.4	4
Cc1cc(NC(=O)CSc2nnc3c4c(C)c(C)sc4ncn23)no1	-0.3	-0.4	-2	-7	-1	-20	-7	-0.2	21
Cc1ccc(F)c(S(=O)(=O)NC(=O)C2(C)CCN2C(=O)Cc2ccccc2Cl)c1 (stereo unspecified)	/	0.4	14	-11	/	-19	/	/	/
COc1ccc(NC(=O)CN2CCN(Cc3ccc4c(c3)OCO4)CC2)cc1OC	-0.9	-0.1	11	0	-7	5	-14	0.6	0
Cc1ccc(S(=O)(=O)Nc2cc(C(F)(F)F)ccc2N2CCOCC2)cc1	-1.0	-0.5	9	2	-13	1	-28	0.0	-3
O=C(N/N=C/c1cccc(O)c1)c1ccc(NC(=O)C2CCCCC2)cc1	/	0.5	-18	7	/	18	/	/	-16
Cc1cc(C(=O)Nc2nc3ccc(S(C)(=O)=O)cc3s2)c(C)o1	0.1	0.6	4	-4	-7	-2	-4	0.0	-11
CCN(CC)CCN1C(=O)c2cccc3cc(N)cc(c23)C1=O	2.2	0.8	-4	2	0	-14	-2	2.4	-11
Cc1cc(NC(=O)CCn2c(=O)sc3ccccc32)no1	-1.4	0.4	9	-6	-4	-11	-8	0.8	-6
CCN(Cc1ccccc1)C(c1ccncc1)c1nnnn1C(C)(C)C (stereo unspecified)	-1.9	-0.6	-16	8	5	-27	-18	-1.3	6
Cc1ccccc1C(=O)N1CCC(C(=O)NCCc2ccc(S(N)(=O)=O)cc2)CC1	-0.2	1.6	29	-10	11	8	1	-0.2	-9
Cc1cccc(C)c1NC(=O)CN(C)C(=O)c1cccc(S(=O)(=O)N2CCN(c3ccccc3)CC2)c1	0.3	2.7	-1	-6	-2	-1	-18	3.7	6
CCCCCCc1nc(C(N)=O)c2[nH]c(=O)n(-c3ccccc3F)c2n1	-1.0	-0.5	-2	2	-5	/	-11	0.2	-20
COC(=O)C(CC(C)C)N1CCC(=O)c2ccccc2S1(=O)=O (stereo unspecified)	4.3	0.7	7	-21	-3	7	-16	-0.4	/
COc1ccc(S(=O)(=O)N2CCCOC2CNC(=O)C(=O)NCc2cccnc2)cc1 (stereo unspecified)	-0.8	0.2	12	-9	-8	-22	-4	0.6	-11
COCCN(C(=O)CCC(=O)Nc1ccccn1)C(C(=O)NC(C)C)c1ccc(Cl)cc1 (stereo unspecified)	0.8	-0.2	5	-12	2	-7	-25	0.2	-16
C[n+]1ccc(/C=C/c2ccc(Br)cc2)cc1	0.0	0.7	21	-5	-17	-9	0	-0.6	-10
O=S(=O)(NC(=S)NC1CCCCC1)c1ccc(Br)cc1	-1.2	-0.2	-10	4	0	2	-8	-0.5	-20
Nc1ccc(C(=O)Nc2ccc(Nc3ccncc3)cc2)cc1	-0.4	0.2	-29	4	-7	-8	11	0.4	-10
COc1ccc(CC(NC(C)=O)C(=O)NC2CCN(C(=O)c3ccncc3)CC2)cc1OC (stereo unspecified)	0.8	0.8	5	-22	-8	-14	-9	0.2	-1
O=C(Cc1ccccc1)NCc1n[nH]c(=S)n1-c1ccc(Br)cc1	0.3	0.1	28	-10	3	8	-8	1.0	1
COc1ccc2nc(/C=N/NC(=O)CCNC(=O)OC(C)(C)C)ccc2c1	-1.4	1.2	-13	-2	-7	-41	-12	1.2	-16
Cc1oc(C(C)(C)C)cc1C(=O)NC1CCN(Cc2ccccc2)CC1	1.6	1.4	17	-5	-9	-10	-12	-1.1	-7
CCOC(=O)CSc1nnc(Cn2nnc(-c3ccccc3)n2)n1CC	1.5	14	19	-9	-27	-4	-25	8.2	-12
CC1CCCCC1NC(=O)CN1CCC(NC(=O)c2cccc(F)c2)CC1 (stereo unspecified)	1.4	1.3	5	-15	-1	9	-6	0.7	-6
CC(C)(C)[C@@H]1C=C(C(=O)O)[C@H](c2ccc(Cl)cc2)N1S(=O)(=O)c1ccccc1	0.7	0.1	-7	7	-1	-12	4	-0.1	/
O=C(C(c1ccccc1)c1ccccc1)N1CCN(c2ccccn2)CC1	-2.7	1.0	23	-19	-7	-2	-23	8.0	-3
COCCNC(=O)c1ccc(CSCc2cccc(Cl)c2)o1	0.0	0.6	2	-2	-1	-1	-12	-0.3	16
CCCCn1c(N)c(N(CCOC)C(=O)CCC2CCCCC2)c(=O)[nH]c1=O	-0.1	-0.2	5	-3	-4	5	-9	3.3	/
